SENP6 inh: SENP6 protease inhibition; actives 1.8% (n = 330,000); Recombinant SENP6 catalytic domain, aminoluciferin luminescence; inhibition, % at 10 µM;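 active = inhibition above about 50% at the single tested dose, limit read from the data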;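 also: plate controls were DMSO wells with enzyme for no effect and DMSO wells lacking enzyme for full effect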
SENP1 FRET inh: SENP1 (human) catalytic domain inhibition | Q9P0U3 | actives 0.21% (n = 360,000) | recombinant SENP1 catalytic domain, CyPet-SUMO1-YPet FRET cleavage | AID 624204 | inhibition, % at 10 µM;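 active = inhibition at least 30% at 10 µM, raw YFP signal under a set limit, fluorescence ratio 0.5 to 1.5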;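 also: 0% = enzyme with DMSO and 100% = no enzyme wells; some results filed as inactive read as strong as hits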
Target sequence (Q9P0U3 419-644 limits assumed): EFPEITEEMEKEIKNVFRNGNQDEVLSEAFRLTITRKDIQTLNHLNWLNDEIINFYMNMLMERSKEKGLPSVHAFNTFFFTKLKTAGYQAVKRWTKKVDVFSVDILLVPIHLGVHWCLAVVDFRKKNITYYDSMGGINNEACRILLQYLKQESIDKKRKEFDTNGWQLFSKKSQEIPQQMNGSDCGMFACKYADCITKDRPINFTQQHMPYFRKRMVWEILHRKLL
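Material: hSENP1 catalytic domain, recombinant; medium: Tris pH 8 with BME, BSA, NP40 and catalase; compound: single concentration of 10 µM compound, 0.5% DMSO final; technique: FRET read of cyan and yellow fluorescence; timing: 50 min enzyme reaction, room temperature, light-protected; reagent: SFCypet-SUMO1-SFYpet substrate at 25 nM; control set: no-enzyme low, enzyme-DMSO high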
MPTP inh: inhibitors of mitochondrial permeability transition pore. isolated mouse mitochondria, Ca2+ swelling absorbance, 30 min. actives 1.4% (n = 360,000). inhibition, % at 10 µM;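 active = inhibition of 50% or more, scaled per plate between neutral and stimulator controls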;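 also: 0% = DMSO wells given calcium and 100% = 1 mM EGTA wells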
hIAP activ: increases human intestinal alkaline phosphatase activity. P09923. purified human IAP, CDP-Star luminescence, 30 min; hits give high values; 1 = vehicle-only enzyme, 0 = enzyme-free background. activation factor at 10 µM. AID 2524. actives 0.16% (n = 330,000);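 active = activation factor of the enzyme at least 2-fold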; also: the source names both 10 and 20 µM as test concentration; values of inactives mirror those of a sister screen read the other way
Target sequence (P09923 whole entry, looked up): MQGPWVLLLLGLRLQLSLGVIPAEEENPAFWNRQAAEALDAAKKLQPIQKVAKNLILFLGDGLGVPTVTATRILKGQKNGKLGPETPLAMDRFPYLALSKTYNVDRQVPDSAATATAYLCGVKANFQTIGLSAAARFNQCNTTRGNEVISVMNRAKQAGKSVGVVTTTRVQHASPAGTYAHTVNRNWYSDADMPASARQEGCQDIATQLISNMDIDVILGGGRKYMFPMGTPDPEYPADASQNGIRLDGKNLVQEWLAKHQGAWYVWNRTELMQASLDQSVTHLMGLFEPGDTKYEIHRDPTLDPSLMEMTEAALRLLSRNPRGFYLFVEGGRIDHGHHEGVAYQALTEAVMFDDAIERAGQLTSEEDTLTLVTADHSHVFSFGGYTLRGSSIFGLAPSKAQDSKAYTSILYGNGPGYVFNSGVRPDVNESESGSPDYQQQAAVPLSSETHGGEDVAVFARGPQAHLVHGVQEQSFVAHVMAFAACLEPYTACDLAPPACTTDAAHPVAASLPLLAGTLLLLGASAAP
SENP8 inh: inhibitors of human SENP8 protease; Q96LD8; recombinant SENP8, Nedd8 substrate fluorescence; inhibition, % at 20 µM; actives 0.64% (n = 360,000); AID 602440; in the data active = inhibition mostly above about 40%, no sharp cut-off; inactive = mostly below about 27%
Target sequence (Q96LD8 whole entry, looked up): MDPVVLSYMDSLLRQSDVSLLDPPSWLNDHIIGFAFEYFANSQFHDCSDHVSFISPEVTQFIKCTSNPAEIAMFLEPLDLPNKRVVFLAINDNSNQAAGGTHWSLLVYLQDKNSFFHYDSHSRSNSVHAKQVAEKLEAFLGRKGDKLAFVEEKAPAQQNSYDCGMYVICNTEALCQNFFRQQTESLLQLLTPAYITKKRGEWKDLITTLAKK
ATG4B inh: ATG4B (human) cysteine protease inhibition; inhibition, % at 8.33 µM; ATG4B cleavage of LC3-PLA2, NBD-HPC fluorescence, 1 h; actives 0.51% (n = 340,000); AID 504462; in the data active = inhibition above about 40%
PfGluPho inh: PfG6PD (Plasmodium falciparum) enzyme inhibition. actives 0.78% (n = 350,000). inhibition, % at 20 µM. AID 504690. PfGluPho enzyme, NADPH resazurin-diaphorase fluorescence;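 active = inhibition reaching at least a set limit at 20 µM in the primary screen, cut at about 59% in these data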;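 also: 0% = DMSO wells with substrate and 100% = DMSO wells lacking glucose-6-phosphate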
GRIN3A LBD mod: modulates the human NR3A ligand-binding domain. Tm shift relative to glycine control, % at 25 µM. NR3A LBD differential scanning fluorimetry, Tm shift; 0% = protein alone, 100% = glycine-bound protein. actives 2.5% (n = 340,000);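 active = melting temperature shift of at least 10% of the positive control shift, at one fixed dose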
An asterisk follows results filed as active; i = inactive; / = not tested or not shown.

Every second line gives: SENP6 inh, SENP1 FRET inh, MPTP inh, hIAP activ, SENP8 inh, ATG4B inh, PfGluPho inh, GRIN3A LBD mod
- O=C(O)c1cccc(-n2c(O)c(C=C3N=c4ccccc4=N3)sc2=S)c1
    34, -19, 3.3, 1.4, -116, 15, 7, -3
- CCOC(=O)C1CCCN(C/C=C/c2ccccc2)C1 (configuration not stated)
    -3, 0, -1.1, 1.3, 9, -1, 1, 0
- CN1CCN(CCCNC(=O)c2cn(C3CCCCC3)c(=O)c3c2c2ccccc2n3C)CC1
    -4, -1, -0.7, 0.97, i, -5, -8, 3
- COc1ccc(NC(=O)c2cc3c(-c4ccc(OC)c(OC)c4)nn(C)c3s2)cc1OC
    7, -1, 0.9, 1.1, -48, -14, 30, -3
- Cn1cc(C(=O)C(=O)N2CCOCC2)c2ccccc21
    -12, 2, -0.5, 0.95, 6, 4, -4, -1
- COc1ccc(CNC(=O)COC(=O)c2cccnc2Nc2cccc(C(F)(F)F)c2)cc1
    -1, 1, 1.7, 1, -256, -2, 8, 6
- CCc1nnc(NC(=O)c2cnccn2)s1
    -9, -1, 0.7, 1, 6, -4, 8, -1
- CCCC(=O)C1=C(O)C(C(=O)OC)C(C)(C)CC1=N (configuration not stated)
    -2, 4, -1.8, 1.2, 15, -3, -7, 0
- COc1ccccc1S(=O)(=O)N(C)C[C@@H]1Oc2ncc(-c3ccc(C)cc3)cc2C(=O)N([C@H](C)CO)C[C@@H]1C
    /, 0, 0.1, /, -7, /, 42, /
- COc1ccc(NC(C)=O)cc1NC(=O)CN1CCN(C2c3ccccc3-c3ccccc32)CC1
    -12, 1, -1.5, 1.1, 16, 3, 3, -7
- COc1cccc(CNC(=O)C2CCCN(C(=O)c3ccc(Cl)cc3)C2)c1 (configuration not stated)
    -4, 0, -1.8, 1, 15, -1, -5, 0
- CC(=O)c1cccc(NC(=O)N2CCC(NC(=O)C3CCCCC3)CC2)c1
    -2, 2, -3.0, 0.86, 8, -3, -3, 0
- Cc1noc(NS(=O)(=O)c2ccc(NC(=O)CSc3nc4c(cc3C#N)CCCC4)cc2)c1C
    6, -2, -1.6, 1.2, 3, -8, 3, -4
- Cc1ccccc1Cn1c(=O)n(CCCC(=O)NCc2ccco2)c(=O)c2sccc21
    -11, 1, -0.7, 0.99, 19, -18, -2, 1
- CCCCn1nc(C(=O)NC2CCCCC2)c2ccccc2c1=O
    /, 2, -1.8, /, 14, /, 6, /
- Cc1ccc(C(O)(C(=O)NNS(=O)(=O)c2ccc(C)cc2)c2ccc(C)cc2)cc1
    -2, -1, -8.5, 0.88, 22, -3, -23, 0
- COc1ccc(NC(C)=O)cc1NC(=O)c1ccc(Cl)cc1
    -6, 0, -1.2, 1.1, 5, -5, -14, -4
- CCOc1ccccc1C1c2[nH]c3ccccc3c2C[C@H]2C(=O)N(C3CCN(Cc4ccccc4)CC3)CC(=O)N12 (some centres not stated)
    -21, 0, -0.2, 1.1, 15, 8, 8, -2
- CC(=O)c1ccc(S(=O)(=O)Nc2cc3c(cc2C(C)=O)OCO3)cc1
    -4, 2, -0.6, 0.92, -1, -6, 10, 0
- CC1CN(S(=O)(=O)c2cccc(C(=O)NCc3ccc4c(c3)OCO4)c2)CC(C)O1 (configuration not stated)
    1, -1, 8.2, 0.95, 1, -2, 3, 2
- Cc1ccc(CCC2C3=C(CCCC3=O)OC3=C2C(=O)CCC3)cc1
    16, 1, -1.5, 1, 8, 5, 25, -6
- O=C(Cn1ncc2c([nH]c3ccccc32)c1=O)NCC1CCN(Cc2ccccc2F)CC1
    -2, 1, 1.8, 1, -17, -3, -7, -2
- CCCn1c(=O)c(C(=O)NCCc2ccc(OC)c(OC)c2)c(O)c2ccccc21
    10, 2, 1.5, 1.1, 0, -4, -12, -1
- CN(C(=O)COC(=O)C1=COCCO1)C1(C#N)CCCCC1
    4, 2, -0.1, 0.99, 8, -1, -10, -1
- CC(=O)NC(CCS(C)(=O)=O)C(=O)Nc1c(F)cccc1F (configuration not stated)
    -16, 2, -3.6, 1, 19, -1, 0, 0
- Cc1cccc(C)c1-n1nnnc1C(C)(C)N1CCN(N=O)CC1
    -8, 2, -3.0, 0.98, 18, -3, 18, 0
- O=c1c2c(c(-c3ccccc3)nn1Cc1ccccc1)CCCC2
    13, -1, -1.0, 0.95, 14, 17, -20, -4
- CCN(C(=O)CSc1n[nH]c(N)n1)C1CCCCC1
    -6, 2, 0.6, 1.2, 1, -3, -4, 0
- O=C(O)c1ccn(Cn2cnc3ccccc32)n1
    -1, 1, -0.7, 1.3, 26, -1, -17, -1
- O=C(Cc1csc(-c2ccccc2)n1)NCc1ccco1
    -27, 1, -4.3, 1.1, 7, -4, -12, 0

Arranged by molecular weight (descending): 3 of the compounds above.
Every second line gives: SENP6 inh, SENP1 FRET inh, MPTP inh, hIAP activ, SENP8 inh, ATG4B inh, PfGluPho inh, GRIN3A LBD mod
- Cc1noc(NS(=O)(=O)c2ccc(NC(=O)CSc3nc4c(cc3C#N)CCCC4)cc2)c1C
    6, -2, -1.6, 1.2, 3, -8, 3, -4
- COc1ccc(NC(=O)c2cc3c(-c4ccc(OC)c(OC)c4)nn(C)c3s2)cc1OC
    7, -1, 0.9, 1.1, -48, -14, 30, -3
- CCCn1c(=O)c(C(=O)NCCc2ccc(OC)c(OC)c2)c(O)c2ccccc21
    10, 2, 1.5, 1.1, 0, -4, -12, -1

Complete entries from above. Values in the order: SENP6 inh | SENP1 FRET inh | MPTP inh | hIAP activ | SENP8 inh | ATG4B inh | PfGluPho inh | GRIN3A LBD mod
`COc1cccc(CNC(=O)C2CCCN(C(=O)c3ccc(Cl)cc3)C2)c1` (configuration not stated) is listed with -4 | 0 | -1.8 | 1 | 15 | -1 | -5 | 0
`Cc1cccc(C)c1-n1nnnc1C(C)(C)N1CCN(N=O)CC1` is listed with -8 | 2 | -3.0 | 0.98 | 18 | -3 | 18 | 0

More results:
Every second line gives: SENP6 inh, SENP1 FRET inh, MPTP inh, hIAP activ, SENP8 inh, ATG4B inh, PfGluPho inh, GRIN3A LBD mod
- O=C(NCC(=O)N1CCN(C(=O)c2ccccc2)CC1)c1ccc(Cl)cc1Cl
    -15, 2, 0.1, 0.98, -2, 1, -1, -3
- CCCn1c(=O)[nH]c(=O)c2c1nc(-c1ccccc1OC(F)F)n2CCOC
    -1, 3, -1.4, 1, -10, 0, 9, 2
- Cc1ccc(S(=O)(=O)CC(=O)Nc2nnc(C(C)C)s2)cc1
    29, 3, 1.6, 1, 8, -4, 2, 1
- CCN1CCN(c2ccc(S(=O)(=O)N3CCOCC3)cc2NC(=O)c2ccc(C(F)(F)F)cc2)CC1
    -27, 2, -0.7, 0.91, 15, 0, 2, 2
- CC(NC(=O)C(=O)NCCN1CCN(C(=O)c2ccc([N+](=O)[O-])cc2)CC1)c1ccccc1 (configuration not stated)
    -3, 3, 1.7, 1.1, 19, -10, -1, -1
- CC(=O)N1CCN(Cc2nc3cc(NC(=O)NC4CCCCC4)ccc3n2C)CC1
    -9, -3, 1.3, 0.96, -16, -2, 2, 0
- COc1cc2c(cc1OC)C(C)N(S(=O)(=O)c1cn(C)cn1)CC2 (configuration not stated)
    1, -7, 1.9, 1, 18, -5, 2, -3
- COC(=O)Cn1nc(C)c2ccccc2c1=O
    -2, 0, 0.3, 1.1, 28, -5, -6, 0
- Cc1ccc(Cl)cc1NC(=O)N[C@@H](C)C(=O)O
    6, 0, -2.7, 1, 8, 2, 5, 1
- O=C(c1ccc2ccccc2c1)N1CCN(c2ccc(C(F)(F)F)cn2)CC1
    -18, -5, 2.4, 0.92, -106, -3, 4, 1
- Cc1cccc(NC(=O)C2CCCN2C(=O)NC2CCCCC2)c1 (configuration not stated)
    14, 0, 2.4, 1, 12, -2, 12, -2
- C=CCN1CC(c2nc3ccccc3n2CCOc2ccccc2)CC1=O (configuration not stated)
    -9, -1, 0.1, 1.1, -17, 4, -22, -1
- CCCn1c(C)cc(C(=O)Cn2nnc3ccccc3c2=O)c1C
    8, 0, -1.7, 1.1, 0, -2, 12, -1
- Cc1cccc(NC(=O)Cc2noc3ccccc23)c1C
    -15, 2, -0.1, 0.87, 17, 8, -10, -5
- COC(=O)c1ccc(NC(=O)CSc2nnc(COc3ccc4c(c3)CCCC4)o2)cc1
    -23, -1, 1.3, 1, 7, -1, -23, -1
- CCOC(=O)C(CC)Sc1ccc2nnc(-c3cccnc3)n2n1 (configuration not stated)
    1, -3, 1.3, 1.1, -116, -6, 2, 0
- Cc1occc1C(=O)NNC(=O)c1cccc(F)c1
    7, 2, -1.0, 1, 8, 11, 3, 2
- COCCCN(CC(=O)NCc1ccccc1)S(=O)(=O)c1ccc(C)cc1
    13, -1, 0.5, 0.95, 11, 5, -7, 1
- S=C(NCc1ccccc1)N1CCN(C2CCCCC2)CC1
    -6, 2, 1.2, 1.2, 16, -4, -3, -1
- O=C(CNC(=O)c1ccc(Cl)cc1Cl)NCC1CCCO1 (configuration not stated)
    -12, 2, -1.6, 0.83, 1, -4, 6, 3
- O=C(CSc1ccc(-c2ccccc2)nn1)c1cccs1
    -24, 0, 5.5, 0.87, 14, -3, 17, 1
- CC(=O)N1c2ccc(S(=O)(=O)NCCC(=O)Nc3ccc(Cl)cc3)cc2CC1C (configuration not stated)
    /, 1, -0.2, /, 12, /, 11, /
- O=C(/C=C/c1cccs1)c1ccco1
    /, -1, 2.8, /, 24, 7, -9, -2
- CCOC(=O)c1sc(NC(=O)c2cccc(S(=O)(=O)N3c4ccccc4CC3C)c2)cc1C (configuration not stated)
    -7, 3, 56*, 0.99, -25, 9, 13, 13*
- CCN(CC(=O)NCCc1ccc(Cl)cc1)Cc1nc2ccccc2c(=O)[nH]1
    -20, -2, -2.0, 1.4, 16, -2, -4, -4
- Cc1cccc(N/C(N)=N/c2nc(C(F)(F)F)cc(C(F)(F)F)n2)c1
    -14, 2, 13, 0.98, 6, 3, 5, -2
- Cc1ccc(C(=O)NC2(C(Cl)Cl)N=C(c3ccccc3)N=C2N)cc1 (configuration not stated)
    -12, 1, 0.0, 1.1, -1, 2, -14, 1
- COc1cc(/C=N/NC(=O)c2ccncc2)ccc1OCC(=O)Nc1ccccc1
    -13, 1, 0.7, 1, -7, -12, -23, -10
- Cc1cc(C)nc(N(C#N)Cc2ccccc2)n1
    -12, 1, -1.0, 1.3, 22, -6, 0, -10
- Cc1ccccc1NC(=O)COC(=O)C1=COCCO1
    -6, 0, -0.3, 1.1, 2, 2, 2, 2

Five of the entries above in order of the hIAP activ value, rising.
SMILES | hIAP activ
CC(=O)c1cccc(NC(=O)N2CCC(NC(=O)C3CCCCC3)CC2)c1 | 0.86
O=C(CSc1ccc(-c2ccccc2)nn1)c1cccs1 | 0.87
CN(C(=O)COC(=O)C1=COCCO1)C1(C#N)CCCCC1 | 0.99
COC(=O)c1ccc(NC(=O)CSc2nnc(COc3ccc4c(c3)CCCC4)o2)cc1 | 1
CCOc1ccccc1C1c2[nH]c3ccccc3c2C[C@H]2C(=O)N(C3CCN(Cc4ccccc4)CC3)CC(=O)N12 (some centres not stated) | 1.1

Further structures.
| smiles | SENP6 inh | SENP1 FRET inh | MPTP inh | hIAP activ | SENP8 inh | ATG4B inh | PfGluPho inh | GRIN3A LBD mod |
| --- | --- | --- | --- | --- | --- | --- | --- | --- |
| CC(C)(C)OC(=O)N1O[C@H]2C[C@@H]1[C@@H]1[C@@H]2N=NN1C12CC3CC(CC(C3)C1)C2 | / | 3 | -2.9 | / | 3 | -2 | -7 | 1 |
| CS(=O)(=O)c1ccccc1-c1nnc(NC(=O)CCS(=O)(=O)c2ccc(Cl)cc2)o1 | -1 | 1 | -2.1 | 1.1 | -205 | -7 | -18 | 1 |
| COc1ccc(OC)c(C2CC(=O)c3c([nH]c(C(=O)OC(C)C)c3C)C2)c1 (configuration not stated) | -3 | 0 | -1.1 | 1.3 | 10 | / | -10 | -4 |
| CC(=O)c1ccc(OCC(=O)Nc2ccc3c(c2)CCC3)cc1 | -6 | 1 | -0.5 | 0.93 | 6 | -5 | 7 | -1 |

Assay outcomes: PubChem, Sanford-Burnham Center for Chemical Genomics
